High-throughput results as filed in PubChem BioAssay.
UPR XBP1 act: activators of adaptive arm of unfolded protein response (XBP1); CHO-XBP1 luciferase reporter, IRE1-XBP1 UPR activation, luminescence; percent of tunicamycin response, DMSO as zero; activation, % at 20 µM; 330,000 compounds, 0.33% hits;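 active = versus positive control, 20 µM dose yields 30% or more activation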;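 note: 100% = tunicamycin at 10 µg/mL and 0% = DMSO only wells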
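Material: CHO-XBP1 cells stably carrying IRE1-XBP1-driven luciferase reporter / Amount: 1000 cells per well / Compound: 20 µM, 1% DMSO / Times: 6 h treatment, 37 °C / Detection: luciferase luminescence / Measure: % activation of reporter signal versus tunicamycin and DMSO controls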
TIM10 inh: TIM10 yeast growth inhibition. S. cerevisiae TIM10 strain growth, BacTiter-Glo luminescence, 24 h. 330,000 compounds, 1.4% hits. inhibition, % at 10 µM;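 active = inhibition of 40% or more at the single tested concentration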;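 note: wild-type TIM10 isogenic control strain grown at permissive 25 °C; 0% = DMSO yeast wells and 100% = minimal medium wells without yeast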
Mdm2 MdmX PPI: disrupts the human Mdm2-MdmX interaction; O15151+Q00987; SaOS-2 split-luciferase Mdm2/MdmX complementation, luminescence; inhibition, % at 8 µM; 330,000 compounds, 3% hits;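 active = inhibition of at least 50% at 8 µM in the primary screen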
CXCR6 block: inhibitors of human CXCR6 receptor. O00574. CHO-K1 PathHunter CXCR6 beta-arrestin, luminescence. inhibition, % at 20 µM. 360,000 compounds, 0.36% hits; in the data active = inhibition above about 34%, passing the limit was not always enough;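 note: antagonist mode with CXCL16 agonist at 10 nM final; 0% = 10 nM CXCL16 with DMSO and 100% = unstimulated wells without agonist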
Target sequence (O00574 whole entry, looked up): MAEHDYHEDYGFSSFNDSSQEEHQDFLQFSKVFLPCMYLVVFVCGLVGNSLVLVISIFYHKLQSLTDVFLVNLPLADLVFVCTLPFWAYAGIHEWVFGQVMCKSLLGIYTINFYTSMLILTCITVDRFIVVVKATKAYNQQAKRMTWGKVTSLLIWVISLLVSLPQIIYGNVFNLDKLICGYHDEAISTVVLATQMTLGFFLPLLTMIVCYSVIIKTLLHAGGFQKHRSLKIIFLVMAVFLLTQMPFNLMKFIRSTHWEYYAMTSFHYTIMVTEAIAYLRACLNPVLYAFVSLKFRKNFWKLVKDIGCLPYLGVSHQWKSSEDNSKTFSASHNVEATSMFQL
APJ agonist: activates the human apelin receptor APJ | P35414 | CHO-K1 APJ PathHunter beta-arrestin, luminescence; 0% DMSO wells, 100% apelin | activation, % at 20 µM | 330,000 compounds, 0.11% hits | AID 2520;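 active = activation more than six SD over the plate average, tested at 20 µM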;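 note: 0% = DMSO alone and 100% = apelin-13 at 10 nM; some results filed as inactive read as strong as hits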
Target sequence (P35414 whole entry, looked up): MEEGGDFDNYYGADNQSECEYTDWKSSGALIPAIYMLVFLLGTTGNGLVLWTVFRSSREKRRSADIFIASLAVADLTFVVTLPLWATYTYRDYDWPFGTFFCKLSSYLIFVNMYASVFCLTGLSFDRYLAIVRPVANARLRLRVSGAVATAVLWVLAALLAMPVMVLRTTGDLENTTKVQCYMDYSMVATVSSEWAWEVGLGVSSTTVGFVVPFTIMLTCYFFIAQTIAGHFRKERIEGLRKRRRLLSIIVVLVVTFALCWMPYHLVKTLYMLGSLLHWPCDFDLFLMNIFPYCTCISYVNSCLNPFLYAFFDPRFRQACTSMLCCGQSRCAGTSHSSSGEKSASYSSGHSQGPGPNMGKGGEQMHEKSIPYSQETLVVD
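Assay system: engineered CHO-K1 APJ arrestin reporter cells; Amount: 1000 CHO-K1 reporter cells seeded per well; Dosing: one dose, 20 µM compound, 1% DMSO; Times: compound stimulation 90 min at 25 °C, detection 60 min; Measured by: luminescent beta-gal fragment complementation, chemiluminescent substrate; Read-out: APJ–arrestin association signal; Controls: DMSO vs Apelin-13 10 nM.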
tim23-1 inh: inhibits growth of tim23-1 mutant yeast. inhibition, % at 20 µM. AID 463212. 330,000 compounds, 1.3% hits. S. cerevisiae tim23-1 growth, BacTiter-Glo luminescence, 24 h;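 active = growth inhibition of the mutant yeast at or above 50%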;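 note: temperature-sensitive mutant grown at 25 °C; plate controls were DMSO-treated mutant yeast for no effect and medium wells lacking yeast for full effect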
APJ antag: antagonists of human APJ apelin receptor | AID 2521 | inhibition, % at 20 µM | CHO-K1 APJ beta-arrestin complementation, luminescence | 330,000 compounds, 0.32% hits | P35414;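 active = inhibition above about 40% at 20 µM, limit read from the data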;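 note: cells challenged with 10 nM apelin-13 agonist together with compound; plate controls were apelin-13 plus DMSO wells for no effect and DMSO wells lacking apelin-13 for full effect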
tim10-1 inh: growth inhibitors of tim10-1 mutant yeast. S. cerevisiae tim10-1 ts strain growth, BacTiter-Glo, 24 h. AID 463190. 330,000 compounds, 2.2% hits. inhibition, % at 20 µM;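 active = inhibition of at least 40%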;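 note: mutant grown at 25 °C; 0% = DMSO wells with yeast and 100% = wells holding no yeast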
CHOP UPR activ: activators of apoptotic arm of unfolded protein response (CHOP) | 330,000 compounds, 0.34% hits | activation, % at 10 µM | CHO-CHOP luciferase reporter, UPR activation, luminescence; percent of tunicamycin response over DMSO baseline | AID 449763;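 active = at 10 µM dose, activation of 40% or more, normalized to positive control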;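 note: 100% = tunicamycin at 10 µg/mL and 0% = DMSO alone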
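assay system = CHO CHOP reporter cells | amount = 500 CHO-CHOP cells per well | buffer or medium = F12 with 10% FBS | incubation = 16-18 h cell attachment, then 6 h compound exposure, 37 °C | detection = luminescence read with Steady-Glo | read-out = percent activation relative to tunicamycin control | controls = tunicamycin high control, DMSO low control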
Starred values were filed as active, the others as inactive.

[1] COc1ccc([N+](=O)[O-])cc1NC(=O)COC(=O)Cc1cc(OC)c(OC)c(OC)c1
[2] Cc1nc(C)c(CC(=O)N/N=C/c2ccc(O)cc2)c(=O)[nH]1
[3] Cc1cc(NC(=O)c2cc3n(n2)C(C(F)(F)F)CC(c2ccc(Cl)c(Cl)c2)N3)no1 (configuration not stated)
[4] COc1ccc(C(C)=O)c(Oc2cc(NN3CCCCC3)c([N+](=O)[O-])cc2[N+](=O)[O-])c1
[5] CC1(C)CC(=O)C2=C(C1)NCN(Cc1ccc3c(c1)OCO3)C2
[6] COC(=O)c1oc2c(c1C)C(=O)CCC2
Compound	1	2	3	4	5	6
UPR XBP1 act	-2	0	13	2	-1	0
TIM10 inh	-18	-10	-1	6	11	-7
Mdm2 MdmX PPI	-6	22	4	-11	-15	-1
CXCR6 block	-7	4	-4	7	8	2
APJ agonist	-3	-1	-4	1	0	-3
tim23-1 inh	3	0	10	13	15	-7
APJ antag	2	-12	6	-13	-11	-4
tim10-1 inh	8	8	10	12	19	-15
CHOP UPR activ	-2.5	1.1	-1.7	0.3	-1.2	-0.2

[7] Cc1ccc(-c2cc(C(=O)N3CCN(c4ccccc4O)CC3)c3ccccc3n2)cc1
[8] COc1cccc2[nH]c3c(N4CCC5(CC4)OCCO5)ncnc3c12
[9] C=CCSc1cc(C)nc2c(-c3ccc(Cl)cc3)c(C)nn12
[10] O=C(COc1cccc2c1CCN(Cc1ccc(Br)cc1)C2=O)N1CCOCC1
[11] COc1ccc(S(=O)(=O)N2CCOCC2)cc1NC(=O)/C=C/c1ccc(F)cc1
[12] COCCCn1c(C)nc2c(c1=O)c1nc3ccccc3nc1n2CCc1ccccc1
Compound	7	8	9	10	11	12
UPR XBP1 act	-1	2	5	-2	2	2
TIM10 inh	12	2	20	12	3	21
Mdm2 MdmX PPI	57*	3	37	3	21	14
CXCR6 block	0	-4	7	-1	-6	1
APJ agonist	9	3	-6	1	3	0
tim23-1 inh	2	11	3	13	19	28
APJ antag	-15	18	21	-4	14	2
tim10-1 inh	-4	4	28	18	4	34
CHOP UPR activ	6.0	1.4	2.2	-0.9	4.2	-0.6

Ordered by value in Mdm2 MdmX PPI (rising): three of the compounds above.
#	smiles	Mdm2 MdmX PPI
8	COc1cccc2[nH]c3c(N4CCC5(CC4)OCCO5)ncnc3c12	3
9	C=CCSc1cc(C)nc2c(-c3ccc(Cl)cc3)c(C)nn12	37
7	Cc1ccc(-c2cc(C(=O)N3CCN(c4ccccc4O)CC3)c3ccccc3n2)cc1	57*

(more compounds)
[13] CN(C)c1nc(SCC(=O)Nc2ccccc2)nc(N2CCOCC2)n1
[14] CC(C)(C)NCc1cc2ccccc2[nH]c1=O
[15] CC1CCN(c2c(NCC3CCC(C(=O)NCCC4=CCCCC4)CC3)c(=O)c2=O)CC1 (configuration not stated)
[16] Cc1ccc(C(=O)C2=C(O)C(=O)N(Cc3cccnc3)C2c2ccc(OC(C)C)cc2)o1 (configuration not stated)
[17] O=C(N1CCCCCC1)N1CCN(C(=O)N2CCCCC2)CC1
[18] O=C(NCc1cccc(C(F)(F)F)c1)C1CC(c2cccc(F)c2)=NO1 (configuration not stated)
Compound	13	14	15	16	17	18
UPR XBP1 act	0	-1	-1	-4	-5	1
TIM10 inh	27	-10	13	-11	-7	0
Mdm2 MdmX PPI	-9	1	15	19	-12	25
CXCR6 block	-1	7	0	-4	-12	-2
APJ agonist	-2	-4	-1	-1	-1	2
tim23-1 inh	11	13	28	13	-15	38
APJ antag	2	0	-6	-15	14	-4
tim10-1 inh	-5	7	8	15	-2	10
CHOP UPR activ	-0.4	0.1	-1.4	-2.2	-3.3	1.6

[19] Cc1ccc(S(=O)(=O)N2CCN(C(=O)CCn3cncn3)CC2)cc1
[20] O=S(=O)(Nc1cccc(-c2cn3c(n2)SCC3)c1)c1ccc(F)cc1F
[21] Cc1ccnc(Nc2nc(-c3ccccc3)cs2)c1
[22] CNC(=O)c1c(NC(=O)c2ccc(S(=O)(=O)N3CCCc4ccccc43)cc2)sc2c1CCN(C)C2
[23] COc1ccc(/C=C(\NC(=O)c2ccccc2)C(=O)N/N=C/c2sccc2C)cc1
[24] CCNC(=S)N/N=C/c1cccc(C)c1
Compound	19	20	21	22	23	24
UPR XBP1 act	-8	-5	1	11	0	4
TIM10 inh	-4	7	9	-20	19	18
Mdm2 MdmX PPI	-1	15	-199	27	-29	-15
CXCR6 block	-1	7	3	11	5	-8
APJ agonist	4	-3	4	-3	1	2
tim23-1 inh	-7	17	29	-7	-1	36
APJ antag	-6	12	0	14	4	15
tim10-1 inh	-1	12	17	-7	51*	31
CHOP UPR activ	-0.9	0.1	4.9	-0.3	0.7	2.0

[25] CC1=C(C)CC(C(=O)NNC(=O)c2ccccc2)C(C(=O)O)C1 (configuration not stated)
[26] CC(=O)C1=NN(c2ccc(Cl)cc2)C(c2ccc3c(c2)OCO3)N(C(C)=O)N1C (configuration not stated)
[27] N#Cc1cn(Cc2ccccc2)c2ccccc12
[28] O=S(=O)(c1ccc(Cl)cc1)N1CCc2ccccc21
[29] CCC(=O)N(CCc1ccccc1C)Cc1cc2cc3c(cc2[nH]c1=O)OCO3
[30] O=C(c1ccc(Cl)cc1)N1CCC(O)(CSc2ccc(Cl)cc2Cl)CC1
Compound	25	26	27	28	29	30
UPR XBP1 act	0	0	-3	-5	-3	-2
TIM10 inh	1	12	-2	4	7	-19
Mdm2 MdmX PPI	7	25	3	-12	19	18
CXCR6 block	6	8	1	4	-4	-16
APJ agonist	2	0	-2	-4	1	1
tim23-1 inh	21	32	8	18	2	47
APJ antag	11	8	3	6	4	-16
tim10-1 inh	16	22	14	11	4	23
CHOP UPR activ	-0.1	-0.5	0.4	0.2	0.8	-0.5

[31] COc1ccc2nc(/C(C#N)=C\c3ccc(C(=O)O)cc3)[nH]c2c1
[32] Cc1ccccc1NC(=O)/C(C#N)=C\c1cc(C)n(-c2ccc(C(=O)O)cc2)c1C
[33] O=S(=O)(NCCN1CCCC1)c1ccc(C(F)(F)F)cc1
[34] C(=N\N=C\c1ccncc1)/c1ccncc1
[35] COc1ccccc1CNC(=O)c1ccc(Cl)c(NC2=NC3CS(=O)(=O)CC3S2)c1 (configuration not stated)
[36] Cn1c(COc2ccccc2)nnc1SCC(=O)Nc1ccc(N2CCOCC2)c(Cl)c1
Compound	31	32	33	34	35	36
UPR XBP1 act	-2	0	1	0	-1	-1
TIM10 inh	12	-11	6	1	-9	5
Mdm2 MdmX PPI	2	-5	6	7	-1	-3
CXCR6 block	-7	3	6	10	-9	1
APJ agonist	-2	-5	-1	0	5	-3
tim23-1 inh	4	13	-4	8	-4	-3
APJ antag	-38	5	-7	14	4	1
tim10-1 inh	2	12	-6	-2	-19	0
CHOP UPR activ	0.5	1.1	0.5	-2.1	2.3	1.1

[37] COc1ccc2ccccc2c1/C=N/NC(=O)CC1(C)OCCCO1
[38] C[C@H](N)c1nnc(SCC(=O)c2ccc(Cl)cc2)o1
[39] O=C(C[n+]1cc(Br)cc2ccccc21)c1ccc(F)cc1
[40] O=C(c1ccc2c(=O)n3c(nc2c1)CCCCC3)N1CCN(C(c2ccccc2)c2ccccc2)CC1
[41] CCCCCC1CCC(C(=O)NCCN2CCOCC2)CC1 (configuration not stated)
[42] CCCn1c(SCC(=O)c2c(N)n(C3CC3)c(=O)[nH]c2=O)nc2cc(S(N)(=O)=O)ccc21
Compound	37	38	39	40	41	42
UPR XBP1 act	-2	-2	-1	3	0	0
TIM10 inh	10	-8	29	30	9	4
Mdm2 MdmX PPI	-9	-10	11	63*	8	-1
CXCR6 block	-6	-6	-1	17	1	-3
APJ agonist	-1	-3	-5	-4	-4	1
tim23-1 inh	7	4	29	20	30	13
APJ antag	12	17	8	-9	-7	-17
tim10-1 inh	-12	1	34	30	39	5
CHOP UPR activ	2.0	0.0	-1.3	5.3	1.2	3.0

[43] O=C(CSc1nncs1)N1c2ccccc2Sc2ccccc21
[44] CCN(CC)c1ccc(N)cc1S(=O)(=O)Nc1ccccc1OC
[45] CCC(=O)N(c1nnc(SCC(=O)NN2C(=O)NC3(CCCCC3)C2=O)s1)C1CC1
[46] Cc1ccccc1OCCSCc1nc2ccccc2[nH]1
[47] COc1ccc(C2=NN(Cc3ccccc3)C3C(=O)NC(=O)C23)cc1 (configuration not stated)
[48] CS(=O)(=O)Nc1ccccc1C(=O)Nc1cccc(Cl)c1
Compound	43	44	45	46	47	48
UPR XBP1 act	0	0	0	0	5	-4
TIM10 inh	-13	8	9	21	13	-2
Mdm2 MdmX PPI	-6	4	-10	-8	2	31
CXCR6 block	-3	-1	5	-1	0	-1
APJ agonist	-1	0	-1	-3	-1	0
tim23-1 inh	13	24	-10	46	31	-14
APJ antag	7	17	0	-11	-18	3
tim10-1 inh	3	15	-16	6	10	-15
CHOP UPR activ	-3.0	-1.6	-0.4	0.6	-1.4	-2.6

[49] CC1=NNC(=O)C1CCC(=O)N/N=C(/C)c1ccc([N+](=O)[O-])cc1 (configuration not stated)
[50] CCOC(=O)c1[nH]c2ccc(F)cc2c1NC(=O)c1cc(OC)c(OC)c(OC)c1
[51] Oc1cccc2cc3cccc(O)c3c(O)c12
[52] Cc1ccc(SCC(=O)NCC(C)C)cc1
Compound	49	50	51	52
UPR XBP1 act	0	3	-8	0
TIM10 inh	1	-6	-16	2
Mdm2 MdmX PPI	20	13	7	-7
CXCR6 block	4	6	-15	2
APJ agonist	5	4	18	3
tim23-1 inh	4	15	2	13
APJ antag	-5	-1	-8	0
tim10-1 inh	6	16	-8	11
CHOP UPR activ	0.9	2.1	0.1	1.5

Only part of the results is shown. The share of hits here may be higher or lower than overall.
